# Assay outcomes (PubChem)
# AMPAR-TARP mod = modulators of GluA2-stargazin AMPA receptor complexes, primary screen, cell-based, membrane potential dye. AID 1259245, 2017. calls only at 30 µM. Voltage-dependent calcium channel gamma-2 subunit (Mus musculus) + Glutamate receptor 2 …. HEK293 GluA2+stargazin, membrane potential dye (FDSS), glutamate EC50; hits were called plate by plate, in both directions. 40,000 tested, 3.5% active;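 active = any of four per-well response measures lying three or more SD from its plate-wide compound average, in either direction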
# Target sequence (O88602 whole entry, looked up): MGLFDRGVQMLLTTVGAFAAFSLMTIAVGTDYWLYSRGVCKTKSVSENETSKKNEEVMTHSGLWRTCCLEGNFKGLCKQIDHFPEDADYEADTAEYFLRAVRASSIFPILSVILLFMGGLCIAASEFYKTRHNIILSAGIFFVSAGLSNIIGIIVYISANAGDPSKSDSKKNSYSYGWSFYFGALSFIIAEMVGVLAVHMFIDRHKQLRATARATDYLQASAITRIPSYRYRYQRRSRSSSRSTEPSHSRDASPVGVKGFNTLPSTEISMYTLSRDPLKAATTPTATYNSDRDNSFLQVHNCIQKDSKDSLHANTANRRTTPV
# Target sequence (P19491 whole entry, looked up): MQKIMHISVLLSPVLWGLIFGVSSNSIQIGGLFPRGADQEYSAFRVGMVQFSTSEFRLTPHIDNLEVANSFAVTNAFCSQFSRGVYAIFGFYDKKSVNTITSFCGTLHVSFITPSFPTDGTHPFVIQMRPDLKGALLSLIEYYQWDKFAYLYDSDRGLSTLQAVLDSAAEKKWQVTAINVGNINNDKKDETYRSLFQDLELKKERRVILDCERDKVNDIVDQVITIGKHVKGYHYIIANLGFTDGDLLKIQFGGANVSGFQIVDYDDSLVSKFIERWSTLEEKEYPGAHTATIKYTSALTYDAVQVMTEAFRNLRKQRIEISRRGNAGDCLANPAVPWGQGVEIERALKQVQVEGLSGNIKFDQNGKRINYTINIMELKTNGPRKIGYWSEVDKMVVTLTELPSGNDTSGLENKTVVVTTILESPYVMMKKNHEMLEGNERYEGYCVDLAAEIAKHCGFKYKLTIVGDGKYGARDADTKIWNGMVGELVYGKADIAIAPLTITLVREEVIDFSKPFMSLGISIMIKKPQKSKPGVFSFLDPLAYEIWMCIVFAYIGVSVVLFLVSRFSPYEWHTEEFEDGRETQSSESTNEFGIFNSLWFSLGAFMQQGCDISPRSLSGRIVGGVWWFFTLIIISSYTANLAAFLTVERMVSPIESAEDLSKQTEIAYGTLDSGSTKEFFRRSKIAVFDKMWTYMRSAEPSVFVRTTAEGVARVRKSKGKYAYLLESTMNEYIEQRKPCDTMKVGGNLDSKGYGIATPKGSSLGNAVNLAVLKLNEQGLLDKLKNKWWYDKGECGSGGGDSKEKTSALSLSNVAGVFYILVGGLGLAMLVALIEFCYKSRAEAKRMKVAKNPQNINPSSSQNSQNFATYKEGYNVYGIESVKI
# AMPAR-TARP mod agonism max-min = recorded beside AMPAR-TARP mod, whose call it bears; compound max-min signal; compound-alone response (agonism);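 unitless range of fluorescence divided by baseline over first 100 seconds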
# AMPAR-TARP mod glutamate slope = further read-out of AMPAR-TARP mod, marked with its call; glutamate slope, % of max; measured here: glutamate response slope, % max;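 scaled per plate between vehicle wells and maximal 1 mM glutamate control wells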
# * hit, by the source's call; i = inactive; + = active, no number. The list is partial. The share of hits here may be higher or lower than overall.
# The opening 14 entries, ahead of the listing:
SMILES,AMPAR-TARP mod,AMPAR-TARP mod agonism max-min,AMPAR-TARP mod glutamate slope
CN1CCc2c(sc(NC(=O)COc3ccc(Cl)cc3)c2-c2nc3ccccc3s2)C1,i,0.11,66
O=C(c1ccco1)N(CCCn1ccnc1)c1nc2ccccc2s1,i,0.16,46
O=C(NCCC(c1ccccc1)c1ccccc1)c1nc(-c2cnccn2)no1,i,0.1,44
O=C(NCC1CCN(C(=O)/C=C/c2ccco2)CC1)c1cccc(Br)c1,i,0.07,48
O=S(=O)(CCCOc1ccc2c(c1)OCO2)N1CCN(c2ncccn2)CC1,i,0.095,62
Cn1cccc1C(O)CNC(=O)c1ccccc1Br (centres undefined),i,0.088,66
Cc1nn(-c2ccccc2)c(OC(=O)Cc2ccccc2)c1S(=O)(=O)c1ccccc1,i,0.077,29
O=C(Nc1nc(CC(=O)N2CCCCC2)cs1)c1ccc(=O)[nH]c1,i,0.066,32
CS(=O)(=O)N1CCCc2cc(NC(=O)C3CCCCC3)ccc21,i,0.026,52
COc1ccc(-c2nnc3ccc(OCCNC(=O)c4ccccc4)nn23)cc1OC,i,0.16,42
COc1ccc(-c2csc(SCc3ccc(C(=O)N4CCCC4)o3)n2)cc1OC,i,0.057,56
Cn1nnnc1SCC(=O)NCc1nn(C)c(=O)c2ccccc12,i,0.13,53
C=CCn1c(SCC(=O)Nc2cc(Cl)ccc2OC)nc2sc3c(c2c1=O)CCC3,i,0.069,59
CCOC(=O)c1ccc(NC(=O)Cc2csc(NC(=O)c3ccc(=O)[nH]c3)n2)cc1,i,0.055,32

# The listing, repeating the preview:
SMILES,AMPAR-TARP mod,AMPAR-TARP mod agonism max-min,AMPAR-TARP mod glutamate slope
CN1CCc2c(sc(NC(=O)COc3ccc(Cl)cc3)c2-c2nc3ccccc3s2)C1,i,0.11,66
O=C(c1ccco1)N(CCCn1ccnc1)c1nc2ccccc2s1,i,0.16,46
O=C(NCCC(c1ccccc1)c1ccccc1)c1nc(-c2cnccn2)no1,i,0.1,44
O=C(NCC1CCN(C(=O)/C=C/c2ccco2)CC1)c1cccc(Br)c1,i,0.07,48
O=S(=O)(CCCOc1ccc2c(c1)OCO2)N1CCN(c2ncccn2)CC1,i,0.095,62
Cn1cccc1C(O)CNC(=O)c1ccccc1Br (centres undefined),i,0.088,66
Cc1nn(-c2ccccc2)c(OC(=O)Cc2ccccc2)c1S(=O)(=O)c1ccccc1,i,0.077,29
O=C(Nc1nc(CC(=O)N2CCCCC2)cs1)c1ccc(=O)[nH]c1,i,0.066,32
CS(=O)(=O)N1CCCc2cc(NC(=O)C3CCCCC3)ccc21,i,0.026,52
COc1ccc(-c2nnc3ccc(OCCNC(=O)c4ccccc4)nn23)cc1OC,i,0.16,42
COc1ccc(-c2csc(SCc3ccc(C(=O)N4CCCC4)o3)n2)cc1OC,i,0.057,56
Cn1nnnc1SCC(=O)NCc1nn(C)c(=O)c2ccccc12,i,0.13,53
C=CCn1c(SCC(=O)Nc2cc(Cl)ccc2OC)nc2sc3c(c2c1=O)CCC3,i,0.069,59
CCOC(=O)c1ccc(NC(=O)Cc2csc(NC(=O)c3ccc(=O)[nH]c3)n2)cc1,i,0.055,32
Cc1cc(C)cc(C(=O)Oc2c(S(=O)(=O)c3ccccc3)c(C)nn2C(C)(C)C)c1,i,0.1,77
Cc1cc(C(=O)Nc2ccc3c(c2)CCCN3S(C)(=O)=O)ccc1[N+](=O)[O-],i,0.097,56
CCOC(=O)C1=C(C)NC(=O)NC1c1ccccc1 (centres undefined),i,0.07,58
O=C(c1ccc(Cl)c(S(=O)(=O)N2CCCCCC2)c1)N1CCc2ccccc21,i,0.041,48
COc1ccc(Br)c(C(=O)NCC2CCN(S(=O)(=O)C3CC3)CC2)c1,i,0.037,52
COc1ccc(NC(=O)Cn2cc(OC)c(=O)cc2CSc2nnc(C)s2)cc1OC,i,0.039,61
O=C(CC1Sc2ccccc2NC1=O)Nc1ccc(OC(F)(F)F)cc1 (centres undefined),i,0.087,47
Cc1cc(C)n(CCNC(=O)c2cccn(C)c2=O)n1,i,0.12,56
COC(=O)CCn1c(=O)c2c(nc3n(-c4ccc(C)cc4)c(C)c(C)n23)n(C)c1=O,i,0.13,50
CCCS(=O)(=O)N1CCN=C1SCc1ccccc1F,i,0.067,54
COc1ccc(S(=O)(=O)Nc2ccc3c(c2)N(S(=O)(=O)c2ccc(F)cc2)CCC3)cc1F,i,0.11,78
CCOC(=O)C1CCc2sc(NC(=O)Cc3sc(C)nc3C)nc21 (centres undefined),i,0.13,78
O=C(CCS(=O)(=O)c1ccccc1)NCC1CCN(C(=O)Nc2ccc(F)cc2)CC1,i,0.048,58
CC(NC(=O)C(=O)NCC1CCN(C(=O)NC(C)(C)C)CC1)c1ccccc1 (centres undefined),i,0.1,63
COc1ccc(NC(=O)CS(=O)(=O)Cc2ccccc2)c2ccccc12,i,0.11,57
COc1cc(OC)c(NC(=O)CS(=O)(=O)c2ccc(Cl)s2)cc1Cl,i,0.096,54
Cc1ccc(S(=O)(=O)N2CCC(C(=O)Nc3ccc(S(C)(=O)=O)cc3)CC2)cc1,i,0.11,55
Cc1ccc(CNC(=O)C2CCC(Cn3c(=S)[nH]c4ccccc4c3=O)CC2)cc1 (centres undefined),i,0.11,52
Cc1cc(NC(=O)Cn2cnc(C(C)C)cc2=O)no1,i,0.09,54
Cc1ccc(Oc2cccc(NC(=O)c3ccccc3Cl)c2)nn1,i,0.087,72
CC(C)S(=O)(=O)c1cccc(C(=O)Nc2cccc(-c3nc4ccccc4o3)c2)c1,i,0.061,55
CN(C)c1ccc(C(=S)N2CCN(C(=S)c3cccc(Br)c3)CC2)cc1,i,0.08,57
COCCNC(=O)COc1cccc2c1CCNC2=O,i,0.07,57
COc1ccc(-n2nnnc2SCCC(=O)NC2CCCC2)cc1,i,0.087,59
Cc1cc(C(=O)Nc2ccc(-c3nc4ccccc4s3)c(O)c2)on1,i,0.061,21
Cc1ccc(C2=Nc3ccccc3N=C(c3ccc(Br)cc3)C2)c(O)c1,i,0.08,37
Cc1nc2c(-c3ccccc3)cnn2c(C)c1CCC(=O)O,i,0.15,51
O=C(Nc1nnc(-c2ccc(Br)s2)o1)c1ccc2c(c1)OCO2,i,0.15,39
CC(C)(C)c1ccc(OCCCC(=O)Nc2ccc3c(c2)OCCO3)cc1,i,0.12,67
CCCc1cc(=O)n(CC(=O)N2CCN(c3ccc(F)c(Cl)c3)CC2)cn1,i,0.087,66
CSc1ccc(CC(=O)Nc2nc3ccc4sc(C)nc4c3s2)cc1,i,0.12,56
O=C(NC1CCCCC1)N1CC=C(c2ccccc2)CC1,i,0.056,38
COc1ccc(Nc2cc(C)nc(-n3cc([N+](=O)[O-])cn3)n2)cc1Cl,+,0.19*,54*
CCn1c(N2CCN(CC(=O)OC)CC2)nc2c1c(=O)[nH]c(=O)n2C,i,0.13,73
COc1cc(N2CCN(S(=O)(=O)Cc3ccccc3)CC2)nc(OC)n1,i,0.1,63
Cc1ccc(-n2ncc3c(=O)n(NC(=O)c4cc(Cl)ccc4[N+](=O)[O-])cnc32)cc1,i,0.12,77
CCn1nnc2c(N3CCN(CC(=O)Nc4ccc(Cl)c(Cl)c4)CC3)ncnc21,i,0.074,51
O=c1ccc(-c2ccccc2)nn1CCCNS(=O)(=O)c1ccc(Cl)s1,i,0.082,67
Cc1ccc2c(c1)CCCN2C(=O)c1ccc(N2CCOCC2)nn1,i,0.032,54
CC(C)(C)c1ccc(S(=O)(=O)c2cnc(SCC(=O)NCc3ccc(F)cc3)[nH]c2=O)cc1,i,0.092,59
COc1cccc(C(=O)N2CCC3(CC2)NC(=O)N(C)C3=O)c1OC,i,0.13,67
C#CCn1c(=NC(=O)c2nn(C)cc2C)sc2cc(S(C)(=O)=O)ccc21,i,0.11,65
Cc1cc(NC(=O)C(=O)NCC2CCN(c3ccccn3)CC2)no1,i,0.1,60
COc1cccc(NC(=O)Nc2ccc(N3CCCS3(=O)=O)cc2)c1,i,0.13,55
COc1ccc(CCNC(=O)CN2C(=O)c3ccccc3S2(=O)=O)cc1,i,0.1,53
O=C(NCC(c1ccc2c(c1)OCO2)N1CCN(c2ccccc2F)CC1)C(=O)Nc1ccon1 (centres undefined),i,0.11,54

# Further entries
SMILES,AMPAR-TARP mod,AMPAR-TARP mod agonism max-min,AMPAR-TARP mod glutamate slope
O=C(NCc1n[nH]c(=O)c2ccccc12)C1c2ccccc2Oc2ccccc21,i,0.09,51
O=C(CS(=O)(=O)Cc1ccccc1)Nc1ccc2c3c(cccc13)CC2,i,0.097,47
COc1ccc(NC(=O)C(=O)NCC(c2cccn2C)N2CCOCC2)cc1OC (centres undefined),i,0.079,46
CSc1ccccc1C(=O)Nc1cc(C)nn1-c1nc(-c2cccs2)cs1,i,0.036,35
Nc1nc(SCC(=O)NCc2ccccc2Cl)ncc1S(=O)(=O)c1cccs1,i,0.13,68
O=C(Nc1nc(-c2ccc3c(c2)OCO3)cs1)c1ccno1,i,0.13,62
O=C(NCCC1=CCCCC1)C(=O)NCC1CCN(C(=O)c2ccncc2)CC1,i,0.067,64
CCOc1ccc(C(=O)N2c3ccccc3CC2C(N)=O)cc1 (centres undefined),i,0.1,53
O=C1CN(CCc2ccc(F)cc2)C2CS(=O)(=O)CC2N1c1ccc(Cl)cc1 (centres undefined),i,0.1,59
CCOC(=O)N1CCN(C(c2ccc(F)cc2)c2sc3nc(CC)nn3c2O)CC1 (centres undefined),i,0.079,51
COC(=O)c1ccccc1NC(=O)c1ccc(=O)n(Cc2cccc(C(F)(F)F)c2)c1,i,0.045,59
COc1cc(S(=O)(=O)NCc2ccccc2)ccc1I,i,0.12,58
O=S(=O)(Nc1cc(C(F)(F)F)ccc1N1CCCCC1)c1ccccc1,i,0.06,44
CCOc1ccc(C)cc1S(=O)(=O)Nc1ccc2c(c1)CCC(=O)N2,i,0.067,43
COc1cc(NC(=O)c2ccc(OC(C)C)cc2)ccc1N1CCCC1=O,i,0.1,47
COC(=O)C12CC3CC(CC(NC(=O)CN4C(=O)CCC4=O)(C3)C1)C2,i,0.11,43
COc1cccc(-c2nnc3ccc(OCCNC(=O)C(F)(F)F)nn23)c1,i,0.091,67
CS(=O)(=O)c1ccc(CC(=O)Nc2nc(-c3cccnc3)cs2)cc1,i,0.1,52
Cc1ccccc1-c1cc(C(=O)Nc2ccccc2C(N)=O)c2ccccc2n1,i,0.1,-1
CC(C)(C)c1ccc(C(=O)Nc2ccc3c(c2)N(C(=O)C2CC2)CC3)cc1,i,0.097,65
COc1ccc(SCCC(=O)Nc2nc3ccc4nc(C)sc4c3s2)cc1,i,0.1,68
CCCNC(=O)C(=O)Nc1ccc(Cl)c(N2CCCS2(=O)=O)c1,i,0.076,101
O=S(=O)(N1CCCCCC1)N1CCN(S(=O)(=O)N2CCCCC2)CC1,i,0.073,57
Cc1nc(-c2ccccc2)sc1C(=O)NCCOc1ccc(F)cc1,i,0.078,59
COC(=O)c1ccc(COC(=O)c2cc3ccccc3oc2=O)cc1,i,0.093,30
COc1ccc(-c2c(NC(=O)c3cccs3)sc3ccccc3c2=O)cc1OC,i,0.14,63
O=C(Nc1ccc(CC(=O)N2CCCC2)cc1)c1ccc(C(F)(F)F)cc1,i,0.041,32
O=c1cc(CCl)c2cc(O)c(-c3ccccc3)cc2o1,i,0.12,65
COc1cccc(-c2ccc(=O)n(CCCC(=O)Nc3ccc(OC)cc3OC)n2)c1,i,0.04,34
O=C(NC1CCS(=O)(=O)C1)c1cccnc1 (centres undefined),i,0.065,68
O=S(=O)(N1CCOCC1)N1CCN(c2ccc(F)cc2)CC1,i,0.086,68
CCCCCCc1nc(C(N)=O)c2[nH]c(=O)n(-c3ccc4c(c3)OCO4)c2n1,i,0.04,57
CCn1c(SCc2nc(-c3ccc(C(F)(F)F)cc3)no2)nc2ccccc2c1=O,i,0.094,79
O=C(NCCCN1CCOC(c2ccccc2)C1)C1CCCCC1 (centres undefined),i,0.026,35
COc1cccc(-n2nnc3c(N4CCN(C(=O)OCc5ccccc5)CC4)ncnc32)c1,i,0.071,42
Cc1ccc2cc(CNc3ccccc3)c(=O)n(CC(=O)Nc3ccccc3)c2c1,i,0.13,51
Cc1cc(=O)[nH]c(-n2nc(C)c(CCC(=O)Nc3ccc(Oc4ccccc4)cc3)c2C)n1,i,0.084,53
COc1ccc(OCC(O)Cn2c(C3CC(=O)N(C(C)(C)C)C3)nc3ccccc32)cc1 (centres undefined),i,0.064,57
COc1ccc(-c2cn(CC(=O)N3CCN(c4ccccc4OC)CC3)nc2N(C)C)cc1,i,0.13,62
O=C(CS(=O)c1ccc(C(F)(F)F)cc1[N+](=O)[O-])Oc1ccc(Br)cc1 (centres undefined),i,0.092,50
CCNc1cc(C)nc(N2CCN(C(=O)c3ccc(C(F)(F)F)cc3)CC2)n1,i,0.098,62
Cc1cc(C)c(S(=O)(=O)NCc2ccccc2)cc1N(C)S(=O)(=O)c1ccccc1,i,0.046,68
Cc1ccc2nc3c(cc(C(=O)NC4CCCCC4)n3Cc3ccccc3)c(=O)n2c1,i,0.12,51
CS(=O)(=O)c1ccc(CC(=O)Nc2ccccc2-c2nc3ccccc3[nH]2)cc1,i,0.088,65
CC(C)(C)n1nc2c(c1NC(=O)C(=O)NCc1cccs1)CSC2,i,0.025,66
Cc1cccc(NS(=O)(=O)c2ccc(CN3C(=O)c4ccccc4C3=O)cc2)c1,i,0.069,43
COC(CNC(=O)C(=O)Nc1c2c(nn1-c1ccc(Cl)cc1)CSC2)OC,i,0.045,51
CC(C)(C)NC(=O)N1CCCN(CCn2cccn2)CC1,i,0.13,92
COc1ccc(S(=O)(=O)N2CCCOC2CNC(=O)C(=O)NCCN(C)C)cc1 (centres undefined),i,0.095,64
